Source: PubChem
Giardia kill – Giardia lamblia killing; Giardia lamblia trophozoite viability; activity change, % at 7.66 µM, hits read low; 340,000 compounds, 0.15% hits; AID 540267; in the data active = activity change below about -80%; inconclusive = between about -30% and that limit;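 also: parasites exposed to compound for two days anaerobically before the ATP read; % is scaled to controls: 0 for no effect and ±100 for the full control effect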
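Killing of trophozoites was scored by loss of ATP luminescence after a 48 hrs anaerobic exposure to compounds at 37 deg C, using 100 cells per well.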
TRPV1 ag – human TRPV1 agonism | activation, % at 8.33 µM | Q8NER1 | TRPV1-expressing cells, Fluo-8 calcium influx, agonist mode | 320,000 compounds, 0.19% hits | AID 540275; in the data active = activation above about 80%; inconclusive = between about 30% and that limit; also: 0% is about no effect
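Fluo-8 calcium influx in TRPV1-expressing cells, kinetic read (ex 480/em 520 nm). Compound added and read 3 min for agonist activity, followed by capsaicin at EC20 final and 2 min further read for enhancement.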
CXXC DNA block – MLL CXXC-DNA interaction inhibition | MLL-CXXC / FITC-HOXA9 DNA fluorescence polarization | Potency, µM (series often up to 115 µM), for the others: at the highest dose activity change, negative = inhibition, actives largely listed as inhibitors | 290,000 compounds, 0.037% hits | AID 2662; active = well fitted inhibition curve with a large enough effect in the polarisation, with a control signal flat, not every such curve was filed as active; inconclusive = small, poorly fitted or top-dose-only effect, or effect the other way, or a change in a side signal; inactive = no such curve, though single readings can be large or run the other way; the % refers to the polarisation; also: potency is read from the fitted curve at half-maximal effect
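Purified MLL-CXXC (added from a 7 uM solution) was preincubated 5 min at ambient with pinned compounds in 50 mM Tris-HCl pH 7.5, 50 mM NaCl, 1 mM DTT, 0.05% BSA. Fluorescein-labeled HOX-A9 DNA (50 nM solution) followed, 30 min, then polarization read.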
KCNH2 3.1 block – inhibitors of human KCNH2 3.1 potassium channel isoform; U2OS KCNH2 3.1, thallium flux FluxOr; active compounds read low; activity change, % (tested at about 1.8 µM); 340,000 compounds, 0.95% hits; AID 720553;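 active = maximum activity change below -70%; inconclusive = maximum activity change from -70% to -50%; inactive = maximum activity change above -50%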;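 also: thallium influx rate constant from kinetic fluorescence after stimulation buffer; % is scaled to controls: 0 for no effect and ±100 for the full control effect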
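We transduce U2OS cells with the mutant 3.1 virus, culture them overnight, load FluxOr with Red40 quencher for 45 min, then add stimulation buffer and read kinetically for 2 min to derive a normalized rate constant.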
KCNH2 WT inh – inhibitors of human wildtype KCNH2 potassium channel; U2OS, BacMam KCNH2, thallium flux FluxOr; active compounds read low; AID 720551; 340,000 compounds, 0.37% hits; activity change, % at 1.84 µM; Q12809;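 active = maximum activity change below -70%; inconclusive = maximum activity change between -70% and -50%; inactive = maximum activity change above -50%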; also: % is scaled to controls: 0 for no effect and ±100 for the full control effect
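U2OS cells were transduced with wild-type KCNH2 virus (2.03 x 10^8 / mL) for 4 h at room temperature, then cultured overnight at 37 C. Thallium flux was read with FluxOr dye. Rate constants were normalized to DMSO controls.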
FBPA coupling cs – counter-screen for Giardia aldolase inhibitors: coupling enzyme system. coupling enzyme system counterscreen, AmpLite Red fluorescence. activity change, negative = inhibition, % at 58.2 µM, hits read low. 290,000 compounds, 0.67% hits; in the data active = activity change below about -30%; also: % is scaled to controls: 0 for no effect and ±100 for the full control effect
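Coupling enzymes only (glyceraldehyde-3-phosphate) + compound, at 57.5 uM final, 10 min RT; add substrate/coupling/AmpLite Red mix, 20 min RT; fluorescence ex 525/em 598 nm. Actives flag coupling-system interference.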
Menin MLL FP TR – inhibitors of human menin-MLL interaction, mutant MLL peptide | AID 1768 | Potency, µM (doses to about 61.6 µM), for inactives: at the highest dose FP activity change, negative = inhibition, actives largely listed as inhibitors | 270,000 compounds, 0.23% hits | Menin + Texas Red MLL mutant peptide, fluorescence polarization | O00255; active = well fitted inhibition curve with a large enough effect in the polarisation, with a control signal flat, not every such curve was filed as active; inconclusive = small, poorly fitted or top-dose-only effect, or effect the other way, or a change in a side signal; inactive = no such curve, though single readings can be large or run the other way; the % refers to the polarisation; also: potency is read from the fitted curve at half-maximal effect; % of control where 0% means no effect; many of its hits are not listed in these tables
PKM2 activator – activators of human pyruvate kinase M2; Potency, µM (highest dose often 57.5 µM), without a hit: at the top dose activation, actives largely listed as activators; P14618; 260,000 compounds, 0.34% hits; AID 1631; purified PKM2, Kinase-Glo ATP luminescence, activation; response scale: 0% is enzyme alone, no compound; also: potency is read from the fitted curve at half-maximal effect; % is scaled to controls: 0 for no effect and ±100 for the full control effect; nearly all actives have a fitted effect of over 55% in size
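ATP formation by purified human PK-M2, quantified via coupled luciferase luminescence after 1 h at room temperature with 0.1 mM ADP and 0.5 mM PEP final.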
GALK inh – galactokinase (human) inhibition. Potency, µM (top dose mostly 57.5 µM), for inactives: at the highest dose activity change, negative = inhibition, usual class: inhibitors. P51570. 270,000 compounds, 0.007% hits. Purified GALK, Kinase-Glo residual ATP luminescence; also: potency is read from the fitted curve at half-maximal effect; % is scaled to controls: 0 for no effect and ±100 for the full control effect
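Kinase-Glo Plus luminescence measured ATP left after a 1 h room-temperature reaction. The reaction used 5 nM GALK, 100 uM galactose and 35 uM ATP at pH 8.0 (20 mM HEPES, 5 mM MgCl2, 60 mM NaCl, 1 mM DTT, 0.01% BSA).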
B2AR arrestin – recruits beta-arrestin to the human beta2-adrenergic receptor. P07550. beta-arrestin recruitment to beta2AR, cell-based reporter. Potency, µM (top dose mostly 46.1 µM), for inactives: top-dose activation, hits mostly activators. 330,000 compounds, 0.02% hits;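 also: potency is read from the fitted curve at half-maximal effect; 0% = DMSO controls and full agonism = EC100 isoproterenol or metaproterenol; nearly all actives have a fitted effect of over 65% in size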
Target sequence (P07550 whole entry, looked up): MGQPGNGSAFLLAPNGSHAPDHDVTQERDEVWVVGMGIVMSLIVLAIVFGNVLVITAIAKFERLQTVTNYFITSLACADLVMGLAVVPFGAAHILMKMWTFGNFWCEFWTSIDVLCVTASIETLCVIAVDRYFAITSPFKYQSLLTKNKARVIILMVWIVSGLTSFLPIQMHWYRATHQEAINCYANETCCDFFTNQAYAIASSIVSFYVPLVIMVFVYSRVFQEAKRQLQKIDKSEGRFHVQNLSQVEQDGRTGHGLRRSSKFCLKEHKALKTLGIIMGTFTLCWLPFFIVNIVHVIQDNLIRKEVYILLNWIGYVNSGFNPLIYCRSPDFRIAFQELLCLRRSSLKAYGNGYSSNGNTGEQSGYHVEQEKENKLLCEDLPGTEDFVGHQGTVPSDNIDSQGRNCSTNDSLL
USP2a inh – blocks human ubiquitin-specific protease USP2a. O75604. USP2 core, Ub-CHOP2 coupled fluorogenic reporter, 485/531. Potency, µM (doses to about 38.3 µM), without a hit: at the highest dose activity change, negative = inhibition, actives largely listed as inhibitors. 330,000 compounds, 0.01% hits;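 also: potency is read from the fitted curve at half-maximal effect; plate controls were DMSO wells for no effect and full inhibition by NEM control for full effect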
Target sequence (O75604 whole entry, looked up): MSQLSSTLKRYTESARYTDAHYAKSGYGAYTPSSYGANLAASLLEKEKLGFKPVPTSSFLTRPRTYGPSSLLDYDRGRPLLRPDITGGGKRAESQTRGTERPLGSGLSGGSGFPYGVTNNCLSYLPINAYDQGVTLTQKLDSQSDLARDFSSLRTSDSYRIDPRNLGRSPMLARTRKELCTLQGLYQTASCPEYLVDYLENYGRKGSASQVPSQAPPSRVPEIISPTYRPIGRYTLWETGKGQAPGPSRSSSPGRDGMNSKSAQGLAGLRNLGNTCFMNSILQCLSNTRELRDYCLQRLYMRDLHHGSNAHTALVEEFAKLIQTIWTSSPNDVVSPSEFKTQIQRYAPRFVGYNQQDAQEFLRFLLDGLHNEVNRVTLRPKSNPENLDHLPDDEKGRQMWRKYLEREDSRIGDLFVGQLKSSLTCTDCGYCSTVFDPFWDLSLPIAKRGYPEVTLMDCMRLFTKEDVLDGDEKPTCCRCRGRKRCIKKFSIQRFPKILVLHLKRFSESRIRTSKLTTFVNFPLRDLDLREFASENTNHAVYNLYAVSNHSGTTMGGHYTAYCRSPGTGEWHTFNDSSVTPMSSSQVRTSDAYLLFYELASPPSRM
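Cell-free coupled assay: 10nM USP2 core preincubated 30min RT with compound in Tris-HCl pH 8.0/CaCl2/CHAPS buffer, then 25nM Ub-CHOP2 and 25nM reporter substrate; fluorescence (Ex 485/Em 531) read after 60min RT, normalized to NEM inhibition, concentration-response curves fitted.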
* = called active by the depositor; ? = inconclusive; / = no result given; [ ] = another dose, or the depositor's remark. Unless noted, calls follow the shape of the dose curve; as a rule, active = well fitted curve in the direction sought with a large enough effect; inconclusive = small, poorly fitted or top-dose-only effect, or another doubt; inactive = no such curve, though single readings can be large; an effect the other way counts as inactive or inconclusive. Only part of the results is shown, so the mix of outcomes need not match the whole.

SMILES	Giardia kill	TRPV1 ag	CXXC DNA block	KCNH2 3.1 block	KCNH2 WT inh	FBPA coupling cs	Menin MLL FP TR	PKM2 activator	GALK inh	B2AR arrestin	USP2a inh
COc1cc(C2NC(=S)NC(O)(C(F)(F)F)C2C(=O)c2cccs2)cc(OC)c1O (stereo unspecified)	0	-1	1%	4	23	2	1%	0%	/	-0.7%	3%
CC(=O)Nc1ccc(S(=O)(=O)N(C)c2nc3ccccc3nc2Cl)cc1	22	22	50%[activator]	6	-6	2	24%	/	0%	-0.2%	0%
CCOc1ccccc1N1C(=O)CN(Cc2ccc(OC)c(OC)c2)C1=S	-23	?	-4%	-1	0	5	16%	/	3%	0.2%	1%
COc1ccc(CNC(=S)NCc2ccc(Cl)cc2)cc1OC	4	97*	2%	-11	-1	3	23%	-27%	8%	0.4%	-1%
CCOc1cc(C(=O)OCc2ccc([N+](=O)[O-])cc2)ccc1OCC(=O)N1CCOCC1	6	29	/	-5	-15	/	/	/	/	-0.2%	1%
Cc1cccc(N2CCN(C(=O)c3ccc(NC4=NC5CS(=O)(=O)CC5S4)cc3)CC2C)c1 (stereo unspecified)	0	2	15%	11	-6	/	/	/	-1%	0.2%	2%
COc1ccc(C(CC(=O)N2CCCC2)c2ccc(F)cc2)cc1 (stereo unspecified)	-2	22	24%	3	6	2	-28%	/	-1%	0.2%	5%
COc1ccc(NC(=O)COC(C)=O)cc1Cl	4	2	-5%	12	5	2	11%	4%	2%	-0.6%	0%
Cn1cc(/C=N/n2cnc3scc(-c4ccc(Cl)cc4)c3c2=O)c2ccccc21	-24	-3	6%	-18	-8	2	11µM*	0%	0%	-0.2%	1%
CSc1cc(-c2ccc(Cl)cc2)c(C(=O)NN)s1	-11	/	-4%	-12	-4	0	/	6%	-4%	-0.3%	-1%
CC(C)N(C(=O)[C@H]1CC(CC(=O)NCCCn2ccnc2)C(=O)N2CCc3c([nH]c4ccccc34)[C@]12C)C(C)C (stereo partly specified)	5	/	/	-1	4	/	/	/	/	-0.8%	-4%
COc1c(Cl)cc(-c2noc(C)c2C(=O)NCc2ccc3c(c2)OCO3)cc1Cl	-18	10	-2%	-7	-1	2	23%	-2%	/	-1.9%	-1%
NC(=S)NC(=O)c1ccccc1	1	-4	11%	6	0	-1	10%	4%	-3%	0.4%	1%
Cc1nn(C(C)C(=O)Nc2sc3c(c2C#N)CCCC3)c(C)c1[N+](=O)[O-] (stereo unspecified)	-13	0	13%	-6	10	/	6%	0%	-3%	0.0%	0%
O=[N+]([O-])c1ccc(-[n+]2nc(-c3ccccc3)nn2-c2ccccc2)cc1	7	1	-11%	8	-3	-13	-4%	-2%[11.5 µM]	0%	-0.5%	-1%
Nc1cc(N)nc(SCC(=O)Nc2ccc(Br)cc2Cl)n1	14	1	4%	0	3	1	6%	26%	8%	-0.8%	-2%
Cc1ccc(C)c(C(=O)COC(=O)Cn2[nH]c(=O)c3ccccc3c2=O)c1	41[activator]	-3	/	-14	-8	/	/	/	/	-0.1%	1%
CCCc1cc(=O)[nH]c(SCC(=O)Nc2ccc(OC)c(S(=O)(=O)N3CCCCC3)c2)n1	3	/	/	-1	11	/	/	/	/	0.0%	1%
CCC(COC)NC(=O)CCc1nnc(Cc2c[nH]c3ccccc23)o1 (stereo unspecified)	-12	3	1%	-7	-14	0	1%	1%	3%	5.7%	1%
COc1ccc(OC)c(NC(=O)c2ccc(Cl)cc2)c1	-22	-2	1%	8	7	-4	21%	2%	0%	0.2%	3%
CCOc1ccc(CCNC(=O)c2c(C)noc2C)cc1OCC	0	7	/	-6	-2	/	/	/	/	0.1%	1%
Cc1nc(N2CCOCC2)c2c(C)c(C(=O)Nc3ccc(C(F)(F)F)cc3)sc2n1	-15	-1	-6%	-41	-25	-5	19%	5%	-4%	0.1%	5%
COc1ccc(CN(CC2CCCO2)C(=O)CN2C(=O)COc3ccccc32)cc1OC (stereo unspecified)	-26	-3	-4%	-5	1	4	-14%	-16%	0%	-0.5%	0%
CCC(C)c1ccc(C2C3=C(Nc4nc(N)[nH]c(=O)c42)c2ccccc2C3=O)cc1 (stereo unspecified)	-21	1	0%	-2	-10	-1	/	-1%	/	-0.7%	4%
O=C(CN1CCN(C(c2ccccc2)c2ccccc2)CC1)N1CCN(c2ccccc2)CC1	3	13	-1%	-13	5	1	/	?	/	-0.9%	-6%
O=C(CCCCCNC(=O)c1ccccc1)N/N=C/c1ccco1	1	-1	6%	/	-10	2	14%	/	10%	-0.8%	2%
CCOc1ccccc1NC(=O)CSc1nc2ccccc2nc1N1CCCC1	-7	2	/	4	0	1	-1%	0%	/	-0.1%	0%
O=C(CCNC(=O)C1CCN(S(=O)(=O)c2ccc(F)cc2)CC1)NC1CC1	-5	-5	53%[activator]	-4	-1	-2	10%	/	-6%	-0.2%	3%
O=C1CCC(C(=O)OCc2nnc(-c3ccc(Cl)cc3)o2)=NN1	-10	21	/	4	-22	/	/	/	/	-0.4%	1%
N/C(=N\OC(=O)CCn1cccc(C(F)(F)F)c1=O)c1ccc(Cl)cc1	-5	/	0%	1	2	-4	/	15%	-3%	-0.5%	9%
N=c1c(C(=O)NCc2ccc(F)cc2)cc2c(=O)n3ccccc3nc2n1Cc1cccnc1	8	?	-25%	-2	-40	4	-5%	-1%	3%	0.3%	1%
Cc1nn(-c2ccccc2)c(C)c1C(=O)OCC(=O)Nc1ccccc1F	8	1	/	2	11	/	/	/	/	0.1%	-1%
CS(=O)(=O)N(CC(=O)Nc1cccc([N+](=O)[O-])c1)c1ccccc1	4	1	4%	3	10	2	24%	1%	-2%	-1.0%	-1%
C#CCn1c(-c2cccs2)nc2ccccc21	-5	1	-5%	-40	-2	-1	-1%	6%	1%	0.2%	8%
COc1ccc(C2=CC(=O)C[C@H](c3ccc(OC)cc3)C2)cc1	-9	13	/	-16	-3	/	/	/	/	-0.9%	5%
CCCCC(=O)Oc1c(S(=O)(=O)c2ccc(C)cc2)c(C)nn1C(C)(C)C	28	-3	7%	-23	13	-1	?	/	-3%	-0.5%	-1%
Cc1ccc(C(=O)OCC(=O)c2c(N)n(C)c(=O)n(C)c2=O)cc1S(=O)(=O)N1CCOCC1	-2	1	/	-3	-1	/	/	/	/	-0.3%	3%
Cc1cc(C)n(-c2nnc(C)n2/N=C/c2ccc(O)cc2)n1	-5	9	2%	3	-3	0	-6%	-4%	-1%	0.6%	0%
CCOc1ccc(N(CC)S(=O)(=O)c2ccc3c(c2)n(C)c(=O)c(=O)n3C)cc1	12	/	18%	12	1	0	2%[11.7 µM]	0%	1%	-0.3%	4%
O=C(NC1CCCC1)C(c1ccccc1)N(C(=O)c1csnn1)c1ccccc1F (stereo unspecified)	-6	8	9%	8	-2	0	-26%	/	7%	-0.4%	-5%
Cc1noc(NS(=O)(=O)c2ccc(N/C=C/C(=O)c3ccccc3)cc2)c1C	2	-7	3%	-16	0	15	36%[activator]	-2%	-4%	0.1%	-2%
CC1CCc2c(sc(NC(=O)C(=O)NCc3ccco3)c2C#N)C1 (stereo unspecified)	14	-3	-6%	5	-7	11	2%	3%	0%	0.5%	1%
C/C(=C1/SC(N2CCOCC2)=NC1=O)c1ccc(Cl)cc1	3	2	3%	-23	-6	1	3%	-3%	4%	-0.3%	0%
CC1CCCN(C(=O)C2CCN(c3ncnc4c3nc3n4CCCCC3)CC2)C1 (stereo unspecified)	-20	2	-1%	8	-10	/	/	/	1%	0.1%	3%
CN(C)Cc1c(O)ccc2c(=O)c(-c3ccccc3Cl)coc12	-3	3	5%	-15	-14	1	-12%	1%	2%	0.5%	1%
O=c1[nH]c(SCc2ccc(Cl)cc2)nc2ccccc12	20	0	-6%	-7	-16	-1	-5%	0%	-1%	-1.4%	2%
O=C(CCC(=O)N(CC(=O)NC1CCCCC1)Cc1cccs1)Nc1nccs1	-13	4	3%	3	-7	3	/	-1%	1%	-0.8%	3%
CC(NCC(=O)NCCc1ccc(S(N)(=O)=O)cc1)c1ccc(F)cc1 (stereo unspecified)	-8	24	15%	/	13	/	/	13%	-4%	-0.8%	0%
O=C1C2C3C=CC(C3)C2C(=O)N1c1cccc2cccnc12 (stereo unspecified)	-16	-2	4%	-2	-6	0	-10%	-1%	3%	0.1%	1%
CC1CC(C)CN(C(=O)c2cccc(NC(=O)CC3SC(N4CCCCC4)=NC3=O)c2)C1 (stereo unspecified)	27	/	/	-11	-6	/	/	/	/	-0.1%	2%
O=C(N1CCOCC1)N1CCN(c2ccc(F)cc2)CC1	5	?	9%	11	7	-2	2%	-3%	-1%	-0.2%	0%
Cn1nnnc1SCC(=O)N1c2ccccc2Sc2ccc(Cl)cc21	7	2	8%	-3	5	3	3%	-5%	0%	-0.8%	-2%
